Source: PubChem
Diaph inh CS: diaphorase inhibitors and chemical oxidizers, primary screen, counter-screen for diaphorase-coupled primary assays, biochemical, uHTS, resorufin fluorescence; inhibition, % at 20 µM; 190,000 compounds, 0.69% hits; diaphorase resazurin-to-resorufin fluorescence, NADH, 16 min; bacterial (C. kluyveri) enzyme, not human;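 active = primary screen inhibition at 20 µM above a set limit, cut at about 50% in these data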;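 note: plate controls were DMSO with full reaction for no effect and wells lacking NADH for full effect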
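Benchmarks: positive control wells lacking NADH, neutral wells with DMSO only. System: bacterial diaphorase enzyme (C. kluyveri). Input: 0.14 U/mL diaphorase, enzyme working solution. Detection: resorufin fluorescence, excitation 544 nm, emission 590 nm. Times: 16-min room-temperature incubation before reading.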
RAM inhibit: inhibitors of the yeast RAM network, primary screen, dse1pr::URA3 reporter, 5-FOA selection; S. cerevisiae dse1pr::URA3 reporter, 5-FOA growth OD615, 2 d; analog-sensitive cbk1-as2 kinase mutant strain; inhibition, % at 50 µM; 190,000 compounds, 1.8% hits; AID 868, 2007;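 active = inhibition above a set limit, 3 SD over mean compound inhibition, cut at about 8.4% in these data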;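 note: 0% = DMSO-only wells with no growth and 100% = 10 µM 1-NA-PP1 full growth; inhibition rescues growth on 5-FOA so higher OD means more RAM inhibition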
PMI act: activators of human PMI, primary screen, biochemical, fluorescence intensity, near-Km mannose 6-phosphate. purified human PMI, coupled resazurin fluorescence, 20 min; active compounds read high; 1 = vehicle control, 0 substrate-free wells. activation factor at 20 µM. 190,000 compounds, 0.005% hits. AID 1214, 2008;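 active = activation factor of 2 or more at 20 µM, relative to plate controls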
Target sequence (P34949 whole entry, looked up): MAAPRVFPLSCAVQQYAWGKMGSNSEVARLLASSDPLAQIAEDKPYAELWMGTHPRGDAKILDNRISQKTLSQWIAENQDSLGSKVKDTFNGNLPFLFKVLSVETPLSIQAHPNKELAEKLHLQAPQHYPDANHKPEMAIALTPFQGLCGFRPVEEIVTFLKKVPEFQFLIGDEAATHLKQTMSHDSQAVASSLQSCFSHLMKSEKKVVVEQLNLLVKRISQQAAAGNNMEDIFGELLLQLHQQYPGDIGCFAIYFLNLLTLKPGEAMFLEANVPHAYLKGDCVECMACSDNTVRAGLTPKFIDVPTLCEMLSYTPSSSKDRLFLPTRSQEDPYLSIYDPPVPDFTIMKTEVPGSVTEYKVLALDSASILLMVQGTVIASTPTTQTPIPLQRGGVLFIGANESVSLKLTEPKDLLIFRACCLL
Hsp70 activator: Hsp70 transcriptional activators, primary screen, cell-based, HeLa, Hsp70 promoter luciferase, luminescence, 10 µM; HeLa Hsp70 promoter luciferase reporter; scaled: vehicle 0, proteasome-inhibitor control 100%; activation, % at 10 µM; 200,000 compounds, 0.04% hits; AID 1203, 2008;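 active = activation above the mean across all tested compounds plus 3 SD, cutoff set per campaign, cut at about 5.5% in these data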;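 note: 100% = MG132 at 30 µM as the positive control and 0% = DMSO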
G6PDH CS: L. mesenteroides G6PDH inhibitors, counter-screen for G6PDH-coupled screening assays, biochemical, Leuconostoc mesenteroides enzyme; glucose-6-phosphate dehydrogenase [Leuconostoc mesenteroides]; Purified L. mesenteroides G6PDH, diaphorase/resazurin coupled fluorescence, 45 min; inhibition, % at 5 µM; 200,000 compounds, 0.12% hits; AID 1020, 2008
Redox H2O2 prof: compounds producing H2O2 with reducing agent – biochemical, NIH compound library profiling, artefact control for MLSCN library redox annotation, primary screen; AID 878, 2007; activation, % at 10 µM; 200,000 compounds, 0.03% hits; DTT-dependent redox cycling H2O2, phenol red/HRP absorbance; 100% = 100 µM peroxide control, 0% = buffer;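 active = activation of at least 50% relative to the plate's high and low controls in the primary single-dose screen; inactive = activation below 50%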;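 note: compound incubated with DTT at 0.8 mM final as the reducing agent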
Diaph act CS: compounds boosting diaphorase resazurin reduction – biochemical, uHTS, resorufin fluorescence, counter-screen for diaphorase-coupled primary assays, primary screen | activation factor at 20 µM | 190,000 compounds, 0.005% hits | Diaphorase/resazurin coupled assay, 16 min; active compounds read high; 1 = vehicle wells, 0 = NADH-free wells | AID 1229, 2008;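 active = diaphorase activity raised at least twofold by the compound at 20 µM; inactive = activation factor below 2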
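Test system: Clostridium kluyveri diaphorase, purified enzyme; input: enzyme 0.07 U/mL final; buffer or medium: 50 mM HEPES pH 7.4 with 4.542 mM MgCl2, 0.005% Tween 20; also added: 0.114 mM NADH and 0.1 mM resazurin, final amounts; schedule: 16 min enzyme reaction, ambient temperature; technique: fluorescence of resorufin, 544 nm excitation, 590 nm emission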
S1P3 antagonist: S1P3 receptor antagonists, primary screen, cell-based; 170,000 compounds, 0.27% hits; Sphingosine 1-phosphate receptor 3 (Homo sapiens), Q99500; inhibition, % at 4.98 µM; CHO S1P3 NFAT-BLA reporter, FRET fluorescence, antagonist mode;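 active = inhibition above the plate cutoff, the mean inhibition of test wells on that plate plus 3 SD, cut at about 28% in these data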;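 note: cells challenged with S1P at its EC80 of 0.8 µM; blue over green emission ratio from cleaved BLA substrate after 4 h stimulation; 0% = S1P-stimulated wells and 100% = unstimulated DMSO-only wells; some compounds past the cut are filed as inactive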
Target sequence (Q99500 whole entry, looked up): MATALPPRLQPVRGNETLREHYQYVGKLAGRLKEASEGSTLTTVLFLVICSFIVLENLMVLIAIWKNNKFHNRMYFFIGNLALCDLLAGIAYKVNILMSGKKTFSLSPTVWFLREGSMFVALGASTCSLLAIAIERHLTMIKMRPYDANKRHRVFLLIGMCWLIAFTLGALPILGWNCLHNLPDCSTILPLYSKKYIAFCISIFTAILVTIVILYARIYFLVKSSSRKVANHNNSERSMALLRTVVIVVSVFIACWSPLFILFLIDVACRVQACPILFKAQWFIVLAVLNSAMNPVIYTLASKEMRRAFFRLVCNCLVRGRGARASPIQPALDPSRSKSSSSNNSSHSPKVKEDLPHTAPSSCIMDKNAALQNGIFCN
PMI act satM6P: human PMI activators, high substrate, primary screen, biochemical, fluorescence intensity, near-saturating mannose 6-phosphate; coupled PMI enzyme assay, resazurin fluorescence, 20 min; active compounds read high; 1 = untreated enzyme, 0 = substrate-free blank; activation factor at 20 µM; 190,000 compounds, 0.34% hits; AID 1216, 2008;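 active = activation factor of 2 or more at 20 µM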
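Test system: human phosphomannose isomerase with PGI, G6PDH, diaphorase coupling enzymes; Amount: PMI at 15 ng/mL final; Reagent: Mannose-6-phosphate 1.0 mM (near-saturating) plus 0.22 mM NADP+; Timing: 20 min, room temperature; Technique: resorufin fluorescence at Ex 544/Em 590 nm; Dosing: 20 µM single dose.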
Lmaj promast: Leishmania major promastigote growth inhibition, primary screen; Leishmania major promastigotes, resazurin fluorescence viability; inhibition, % at 10 µM; 200,000 compounds, 9% hits;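 note: promastigotes grown with compound for 44 hours at 28 °C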
TLR4 MyD88 comp: inhibitors of TLR4-MyD88 association in cells, primary screen, cell-based, HeLa CL3-4, BLA complementation, FRET ratio. Toll-like receptor 4 (Homo sapiens) + Myeloid differentiation primary response protein …. HeLa CL3-4 TLR4/MyD88 BLA complementation. inhibition, % at 8.4 µM. 200,000 compounds, 0.18% hits; in the data active = inhibition above about 25%;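 note: 0% = vehicle and 100% = reference inhibitor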
* marks the source's active call; other numbers are inactive results; · = not tested or not shown. Cut-off read from the data, not from the text of the source, unless noted: active = inhibition above about 50%; inactive = the rest.

Compound,RAM inhibit,S1P3 antagonist,G6PDH CS,Diaph act CS,Lmaj promast,Diaph inh CS,PMI act,TLR4 MyD88 comp,Hsp70 activator,Redox H2O2 prof,PMI act satM6P
O=C(COc1ccc(/C=N/NS(=O)(=O)c2ccccc2)cc1)Nc1ccccc1,0.7,·,13.5,0.9,2.1,8.5,0.9,-1.8,-0.1,6.2,1
COc1ccc(CCNC(=O)CN(c2cccc([N+](=O)[O-])c2)S(C)(=O)=O)cc1OC,0.7,-16.5,18.5,0.9,4.8,7.4,0.9,-19.0,-0.3,-0.5,0.9
COc1ccc(C2C(C#N)=C(C)NC(C)=C2C#N)c(OC)c1,2.5,6.9,11.4,1,-1.1,3.0,1.1,-9.8,-0.1,-1.3,1
CCOC(=O)N1CCN(Cc2nc(Cc3cccc(F)c3)no2)CC1,-0.2,4.5,12.3,1.1,-7.2,-8.4,1.1,0.3,-0.1,-1.0,1
Cc1ccccc1C(=O)Oc1ccccc1C(=O)N1CCOCC1,0.6,·,-1.0,0.9,-3.6,12.5,1,-6.7,-0.1,-1.5,1
CCOC(=O)c1[nH]c2ccccc2c1NC(=O)CC,0.3,55.0*,8.7,1,6.6,-3.6,1.1,-2.9,0.0,-1.3,1.1
Fc1ccc(Nc2nc(-c3cccnc3)cs2)cc1,2.0,-2.3,7.6,·,28.6,·,·,-1.7,0.0,-0.9,·
Cc1cc(NC(=O)CSCc2ccccc2)no1,0.2,-16.7,10.7,1,-5.6,3.3,1,2.6,-0.1,-1.2,1.1
CC(C)CC1c2[nH]c3ccccc3c2CCN1CCCn1cccn1 (stereo unspecified),0.9,6.5,9.7,0.9,10.6,9.3,1,-0.5,-0.2,1.0,1
COCCN(CC(=O)NC1CCCCC1)C(=O)CSc1nc2ccccc2o1,3.5,-14.7,0.6,1,-10.2,-1.1,1,-3.4,0.1,-3.8,1.1
CCS(=O)(=O)c1ccc(C(=O)Nc2cccc(Cl)c2)c(Cl)c1Cl,1.2,·,-2.7,0.9,7.9,11.3,1,-8.4,0.1,3.1,1
Cc1ccc(C(=O)N[C@H](C(=O)Nc2cc(Cl)cc(Cl)c2)C(C)C)cc1,1.9,-4.2,-10.5,0.9,-3.0,6.0,1,-2.2,-0.4,1.6,1.1
CCOc1ccc(C(O)Cn2c(=N)n(CCN3CCCCC3)c3ccccc32)cc1 (stereo unspecified),2.9,·,5.2,0.9,80.6*,14.6,0.9,-1.1,-0.2,0.3,0.9
COc1ccc(/C=N/NC(=O)c2ccccc2O)cc1Cn1cc(Cl)cn1,1.6,·,-1.5,1,-16.2,4.7,1,-5.2,-0.1,2.2,1.1
CCOC(=O)C(NC(=O)CC)(Nc1sc2c(c1C(=O)OC)CCN(C)C2)C(F)(F)F (stereo unspecified),0.5,-8.7,6.9,1,11.3,-3.9,1.2,-13.1,-0.3,-0.6,1.1
CCc1ccc2[nH]c(=O)c(C3C(C#N)=C(N)Oc4c3ccc3cccnc43)cc2c1 (stereo unspecified),2.1,·,9.9,0.5,10.1,51.6*,0.8,4.4,-0.3,-6.2,0.6
Cc1ccc(O)c(C2=Nc3ccccc3C2(C)C)c1,3.4,-15.6,-0.1,1.1,5.2,-8.8,1.1,-17.0,0.1,-2.1,1.1
CC1CN(c2nc3ccccc3nc2C(C#N)C(=O)NC2CCCCC2)CC(C)O1 (stereo unspecified),·,-9.0,13.1,0.9,·,8.7,1,·,·,·,0.9
Cc1cc(N2CCOCC2)ncc1[N+](=O)[O-],-1.4,·,-1.7,0.9,-0.5,9.1,1,9.7,-0.3,-3.6,0.9
CCOC(=O)N1CCN(c2c(NCC3CCN(Cc4cccc(C)c4)CC3)c(=O)c2=O)CC1,0.8,-8.3,-28.2,0.9,-7.3,12.5,0.9,11.2,-0.1,0.1,0.9
O=C(CSc1nnc2ccccn12)Nc1ncc(Cl)cc1Cl,-1.0,·,-2.7,0.9,-1.3,6.6,1,-3.8,-0.1,0.2,1.1
CC(O)(CS(=O)(=O)Cc1cccc(C(F)(F)F)c1)C(=O)Nc1cccc(C(F)(F)F)c1 (stereo unspecified),4.4,·,9.3,0.8,-3.5,22.4,0.7,-1.9,-0.1,-0.9,0.8
COc1cc(C(=O)NCC(c2cccs2)N(C)C)cc(Cl)c1OC(C)C (stereo unspecified),-0.2,10.8,-3.1,0.9,32.5,8.7,1,-1.1,-0.3,-0.7,1
COC(=O)Cc1c(O)ccn(Cc2ccc(OC)c(OC)c2)c1=O,0.7,-8.3,10.6,0.8,7.4,19.6,0.9,-0.1,-0.1,-0.2,0.9
Cc1[nH]c2ccc(F)cc2c1CCN(Cc1ccco1)C(=S)NC(C)(C)C,3.9,5.5,-3.8,0.8,35.7,17.4,0.9,-3.6,-0.1,-2.4,0.9

One compound at a time, as listed above.
Listed for Cc1ccc(O)c(C2=Nc3ccccc3C2(C)C)c1 = RAM inhibit = 3.4; S1P3 antagonist = -15.6; G6PDH CS = -0.1; Diaph act CS = 1.1; Lmaj promast = 5.2; Diaph inh CS = -8.8; PMI act = 1.1; TLR4 MyD88 comp = -17.0; Hsp70 activator = 0.1; Redox H2O2 prof = -2.1; PMI act satM6P = 1.1
Listed for Fc1ccc(Nc2nc(-c3cccnc3)cs2)cc1 = RAM inhibit = 2.0; S1P3 antagonist = -2.3; G6PDH CS = 7.6; Diaph act CS = ·; Lmaj promast = 28.6; Diaph inh CS = ·; PMI act = ·; TLR4 MyD88 comp = -1.7; Hsp70 activator = 0.0; Redox H2O2 prof = -0.9; PMI act satM6P = ·

(further entries)
Compound,RAM inhibit,S1P3 antagonist,G6PDH CS,Diaph act CS,Lmaj promast,Diaph inh CS,PMI act,TLR4 MyD88 comp,Hsp70 activator,Redox H2O2 prof,PMI act satM6P
CN(C)c1ccc(C(=O)c2ccccc2C(=O)O)cc1[N+](=O)[O-],0.4,-1.2,3.7,0.9,2.8,8.3,1,-4.5,-0.1,-2.0,0.9
CCOc1ccc(C(=O)NNC2CC(=O)N(Cc3ccc(Cl)cc3)C2=O)cc1OC (stereo unspecified),-0.8,-6.3,4.0,1,0.4,1.1,1,-8.4,0.0,-0.5,0.8
CCC(C)NC(=O)C1(NC(=O)Nc2ccccc2)CCCCC1 (stereo unspecified),5.1,8.0,4.7,1,6.7,2.0,1,-20.0,-0.1,-0.6,1
Cc1cc(SCC(=O)N2CCCC2)nc2ccccc12,1.6,-3.1,7.2,0.8,6.9,20.1,1,-4.2,-0.4,0.2,1
CCn1c(SCC(=O)Nc2cc(S(=O)(=O)N3CCOCC3)ccc2OC)nnc1-c1ccncc1,-0.2,-10.3,-1.6,0.9,-5.0,14.5,1,-3.6,-0.2,0.2,1
Cc1ccc(S(=O)(=O)N(C)CC(=O)N2CCCC2)cc1,3.1,·,5.9,1.1,2.1,-8.9,1.1,-22.4,-0.2,0.9,1.1
COC(=O)c1ccc(C2NC(C(=O)O)CS2)cc1 (stereo unspecified),-0.3,·,8.9,0.8,-5.8,17.6,1,-9.8,-0.2,0.2,1
CCN(CC)S(=O)(=O)c1cccc(-c2n[nH]c(=S)n2CC(C)C)c1,-0.9,-1.4,2.9,0.9,0.4,8.5,1,-0.3,-0.1,0.8,1
CC(=O)Nc1ccc(NC(=O)CSc2nnc3ccc(-c4ccc(F)cc4)nn23)cc1,-0.6,-6.9,-8.5,1,5.8,-2.4,1,3.8,-0.1,-0.6,0.9
O=C(Nc1nnc(Cc2ccc([N+](=O)[O-])cc2)s1)Nc1ccccc1F,3.5,-7.1,11.0,1.2,-8.9,-17.3,1,-3.0,-0.3,2.8,1.1
Cc1ccc(C)c(C(=O)CSc2nnnn2-c2cccnc2)c1,0.7,-16.6,20.9,0.9,-4.7,9.1,0.9,-3.8,-0.1,1.6,1
CCOc1ccc(-c2cc(NC(=O)Cn3ncc4c3-c3ccccc3OC4)on2)cc1OCC,0.2,-19.2,9.1,0.9,10.6,5.2,1,-8.3,0.0,-0.8,1.1
O=C(Cc1cccs1)Nc1cccc(C(=O)Nc2ccc(C(=O)O)cc2)c1,0.0,13.6,5.7,1,-5.2,2.3,0.9,-3.0,-0.4,-1.8,1
Cc1ccc2nc(Cc3ccc(N)cc3)oc2c1,0.8,7.1,8.7,0.8,6.4,18.5,0.9,-7.0,-0.3,3.0,0.9
CN(C)c1nc2ccccc2c(N)c1-c1ccccc1,1.2,22.4,2.8,0.8,95.9*,21.3,0.9,15.8,-0.3,-1.6,0.9
CN(C)c1ccc(/C=C2/NC(=O)NC2=O)cc1,0.8,8.9,7.7,0.9,-0.6,13.6,1,-2.8,0.5,-0.7,0.9
CC(=O)N/C(=C\c1cccs1)C(=O)O,-0.5,-0.8,3.1,1,-8.2,0.2,1.1,4.4,-0.2,0.0,1.1
Oc1ccc2ccccc2c1C=Nc1ccccc1-c1nc2ccccc2[nH]1,-1.0,·,6.2,0.6,23.0,42.5,0.7,-7.5,-0.2,0.0,0.8
COC(=O)c1[nH]c2ccccc2c1NC(=O)CN1CCCCCC1,0.4,-12.3,-3.4,1,-3.0,4.1,1,3.6,-0.4,2.6,1
Cn1c(N=NC(=O)c2ccccc2)c(O)c2ccccc21,2.2,2.5,-6.7,0.9,4.7,13.6,1.1,-10.9,-0.3,0.2,1
COC(=O)c1ccc(CN2C(=O)NC(CC(C)C)C2=O)cc1 (stereo unspecified),1.2,-9.1,0.9,1.1,2.0,-11.0,1.1,1.6,0.1,-2.4,1.1
CN(C)CCN(Cc1ccc(Cl)cc1)c1ccccn1,2.2,-8.3,11.6,1.1,99.1*,-7.5,1.2,6.0,-0.3,-0.8,1.2
